Bcl-xL primary – Bcl-xL (human) inhibition; Q07817; GST-Bcl-xL / FITC-Bim BH3 peptide fluorescence polarization; inhibition, % at 10.9 µM; 320,000 compounds, 0.7% hits; AID 2129;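 active means inhibition above the mean of all tested compounds plus 3 SD, cutoff set per campaign, cut at about 30% in these data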;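 further: 0% = DMSO wells and 100% = unlabeled Bim-BH3 peptide competitor; inhibitors lower millipolarization by displacing the labeled peptide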
Target sequence (Q07817 whole entry, looked up): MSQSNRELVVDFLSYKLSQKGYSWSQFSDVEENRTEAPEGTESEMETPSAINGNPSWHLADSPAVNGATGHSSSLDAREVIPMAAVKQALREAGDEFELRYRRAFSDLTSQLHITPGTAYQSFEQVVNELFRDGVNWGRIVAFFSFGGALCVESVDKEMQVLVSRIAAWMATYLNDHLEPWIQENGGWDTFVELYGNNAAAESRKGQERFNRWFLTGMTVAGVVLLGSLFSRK
CIT2 TOR yeast – alters CIT2-GFP fluorescence in TOR pathway yeast screen; S. cerevisiae CIT2-GFP strain, flow cytometry, 3 h; 100 means same as DMSO wells; GFP response vs DMSO, % at 10 µM; 320,000 compounds, 0.065% hits; AID 2029;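 active means GFP response relative to DMSO above a set limit, near the screen mean plus 3 SD, cut at about 150% in these data; inconclusive means Fewer than 70 cells measured for a yeast strain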;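 further: ratio of well median GFP fluorescence to mean of DMSO wells on the plate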
GRK2 aptamer HTS – human GRK2 inhibition via aptamer displacement. inhibition of aptamer binding, % at 10 µM. P25098. bead flow cytometry, FAM-aptamer displacement from GRK2. 330,000 compounds, 0.59% hits;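 active means inhibition of aptamer binding above 40%, roughly 3 SD of noise, on plates passing a quality check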;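 further: median bead fluorescence of bound FAM aptamer so fluorescent compounds give negative values; no value below 0 was filed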
MEX-5 binding – C. elegans MEX-5 TCR-2 RNA binding activity; Q9XUB2; MEX-5/FITC-TCR2 RNA binding, fluorescence polarization; active compounds read low; activity score (negative = inhibition of binding), % at 10 µM; AID 1832; 300,000 compounds, 0.38% hits;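 active means inhibition past about -25% in most replicates, and total fluorescence under double the plate's negative control median, limit read from the data; inconclusive means replicates evenly split on the limit, or fluorescence at least double controls; inactive means too little inhibition in most replicates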;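 further: 0% = DMSO and -100% = 5 µM competing unlabeled TCR2 RNA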
AGP1-GFP MLPCN – yeast TOR pathway AGP1-GFP modulation | 320,000 compounds, 0.02% hits | GFP response vs DMSO, % at 10 µM | S. cerevisiae AGP1-GFP multiplex flow cytometry, 3 h; GFP as percent of DMSO wells | AID 2066;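 active means GFP response relative to DMSO above a set limit, near screen average plus 3 SD, cut at about 150% in these data; inconclusive means fewer than 70 cells counted for the yeast strain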;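 further: median GFP channel fluorescence of the gated AGP1 strain per well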
MCL1 BIM primary – disrupts human MCL1 binding to BIM-BH3 peptide | GST-MCL1 / FITC-Bim-BH3 fluorescence polarization | inhibition, % at 10.9 µM | 320,000 compounds, 0.68% hits | Q07820;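 active means inhibition above the mean inhibition of all tested compounds plus 3 SD, set per campaign, cut at about 40% in these data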;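 further: 0% = DMSO wells and 100% = unlabeled Bim-BH3 peptide control; higher means more loss of mP so more displacement of Bim peptide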
Target sequence (Q07820 whole entry, looked up): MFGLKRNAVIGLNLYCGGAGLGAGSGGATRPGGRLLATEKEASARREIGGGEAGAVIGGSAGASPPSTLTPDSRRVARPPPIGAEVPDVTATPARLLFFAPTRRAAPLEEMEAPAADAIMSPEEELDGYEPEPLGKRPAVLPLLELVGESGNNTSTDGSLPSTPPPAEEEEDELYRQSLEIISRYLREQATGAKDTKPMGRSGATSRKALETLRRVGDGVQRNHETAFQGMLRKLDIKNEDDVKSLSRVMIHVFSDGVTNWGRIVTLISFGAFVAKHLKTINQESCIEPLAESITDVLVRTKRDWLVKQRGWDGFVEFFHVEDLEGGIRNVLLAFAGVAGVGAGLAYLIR
GLD-1 TGE inh – GLD-1-TGE RNA interaction inhibition (C. elegans); purified GLD-1 + fluorescein TGE RNA, fluorescence polarization; inhibition, % at 5.96 µM; 320,000 compounds, 0.44% hits; AID 2280;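 active means percent inhibition above a per-plate cutoff, the plate mean of test compounds plus 3 SD, cut at about 30% in these data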;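 further: 0% = DMSO wells with GLD-1 and probe and 100% = wells lacking GLD-1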
Target sequence (Q17339 whole entry, looked up): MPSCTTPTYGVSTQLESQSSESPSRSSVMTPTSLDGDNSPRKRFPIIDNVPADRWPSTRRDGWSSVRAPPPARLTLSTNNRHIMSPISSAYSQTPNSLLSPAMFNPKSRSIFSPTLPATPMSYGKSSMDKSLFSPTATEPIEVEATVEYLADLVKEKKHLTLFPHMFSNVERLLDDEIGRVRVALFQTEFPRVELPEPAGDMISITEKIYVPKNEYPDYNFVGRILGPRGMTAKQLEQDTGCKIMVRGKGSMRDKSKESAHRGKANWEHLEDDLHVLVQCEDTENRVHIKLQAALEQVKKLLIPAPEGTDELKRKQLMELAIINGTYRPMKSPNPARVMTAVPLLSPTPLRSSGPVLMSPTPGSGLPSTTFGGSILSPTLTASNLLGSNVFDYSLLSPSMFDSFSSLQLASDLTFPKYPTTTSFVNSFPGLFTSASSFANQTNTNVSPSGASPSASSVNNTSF
VLA-4 inh – inhibition in a human VLA-4 binding assay; AID 2557; P13612; VLA-4 expressing cells, ligand binding flow cytometry; 330,000 compounds, 0.2% hits; inhibition, % (about 7 µM as worked out from the volumes in the protocol); in the data active means inhibition above about 50%
CR mimetic SO – caloric restriction mimetics inhibiting age-related superoxide in yeast; 330,000 compounds, 0.18% hits; S. cerevisiae aged cells, superoxide DHE fluorescence; active compounds read low; superoxide response (% of plate mean), % at 10 µM; AID 2690;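 active means superoxide response under a set limit, about three screen SD below normal, cut at about 65% in these data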;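 further: yeast aged for seven days with compound at 30 °C before DHE staining; 100% = average MFI of all compound-treated wells on the plate with controls excluded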
An asterisk follows results filed as active. These rows are one share of the data; rates above refer to the full screens.

What do the screens show for `C[C@]12CCC(=O)C=C1CC[C@@H]1[C@@H]2C(=O)C[C@]2(C)C(=O)CC[C@@H]12`?
Bcl-xL primary: 0; CIT2 TOR yeast: 84; GRK2 aptamer HTS: 4; MEX-5 binding: 0.2; AGP1-GFP MLPCN: 86; MCL1 BIM primary: -1; GLD-1 TGE inh: 2; VLA-4 inh: 15; CR mimetic SO: 111

What do the screens show for `CCCNS(=O)(=O)c1ccc(OCC(=O)N2CCN(Cc3ccccc3)CC2)cc1`?
Bcl-xL primary: 4; CIT2 TOR yeast: 103; GRK2 aptamer HTS: 7; MEX-5 binding: 1.4; AGP1-GFP MLPCN: 104; MCL1 BIM primary: 5; GLD-1 TGE inh: 3; VLA-4 inh: 8; CR mimetic SO: 97

Results for CCn1cc(CN2CCCC(C(=O)c3cccc(OC)c3)C2)c(C)n1 (stereo not given) ?
Bcl-xL primary: 3; CIT2 TOR yeast: 106; GRK2 aptamer HTS: 1; MEX-5 binding: -1.0; AGP1-GFP MLPCN: 110; MCL1 BIM primary: 2; GLD-1 TGE inh: -1; VLA-4 inh: 24; CR mimetic SO: 93

How did CC(=O)O[C@@H]1/C=C/[C@](C)(O)C[C@@H](C)C/C=C/[C@H]2[C@H](O)C(C)=C(C)[C@H]3[C@H](Cc4ccccc4)NC(=O)[C@@]123 do in these assays?
Bcl-xL primary: 0; CIT2 TOR yeast: 102; GRK2 aptamer HTS: 0; MEX-5 binding: 0.8; AGP1-GFP MLPCN: 102; MCL1 BIM primary: -2; GLD-1 TGE inh: 9; VLA-4 inh: 28; CR mimetic SO: 88

How did COc1ccc(-c2nc3ccccc3c(=O)n2-c2cccnc2)cc1 do in these assays?
Bcl-xL primary: 1; CIT2 TOR yeast: 83; GRK2 aptamer HTS: 0; MEX-5 binding: 0.5; AGP1-GFP MLPCN: 86; MCL1 BIM primary: 2; GLD-1 TGE inh: 10; VLA-4 inh: 1; CR mimetic SO: 106

What do the screens show for `COCCCN1CCN(c2nnc3n2-c2sc(Br)cc2C(c2ccccc2Cl)=NC3)CC1`?
Bcl-xL primary: 0; CIT2 TOR yeast: 102; GRK2 aptamer HTS: 1; MEX-5 binding: -1.0; AGP1-GFP MLPCN: 99; MCL1 BIM primary: 1; GLD-1 TGE inh: 3; VLA-4 inh: 1; CR mimetic SO: 101

Results for COCc1cc(OC(=O)N(C)C)nc(-c2ccccc2)n1 ?
Bcl-xL primary: 3; CIT2 TOR yeast: 101; GRK2 aptamer HTS: 0; MEX-5 binding: 0.6; AGP1-GFP MLPCN: 108; MCL1 BIM primary: 1; GLD-1 TGE inh: 5; VLA-4 inh: -1; CR mimetic SO: 118

What do the screens show for `C=CCn1c(O)c(/C(C)=N/N2CCCCC2)c(=O)[nH]c1=O`?
Bcl-xL primary: 3; CIT2 TOR yeast: 107; GRK2 aptamer HTS: 2; MEX-5 binding: -1.1; AGP1-GFP MLPCN: 103; MCL1 BIM primary: -2; GLD-1 TGE inh: 6; VLA-4 inh: -9; CR mimetic SO: 102

How did CN1C2CCC1CC(OC(=O)c1ccc(Cl)cc1)C2 (stereo not given) do in these assays?
Bcl-xL primary: 7; CIT2 TOR yeast: 110; GRK2 aptamer HTS: 2; MEX-5 binding: 2.4; AGP1-GFP MLPCN: 107; MCL1 BIM primary: 6; GLD-1 TGE inh: 5; VLA-4 inh: 11; CR mimetic SO: 87

Results for CCn1c(=O)n(CC)c2cc([N+](=O)[O-])c(N3CCNCC3)cc21 ?
Bcl-xL primary: 5; CIT2 TOR yeast: 90; GRK2 aptamer HTS: 0; MEX-5 binding: 0.3; AGP1-GFP MLPCN: 92; MCL1 BIM primary: 1; GLD-1 TGE inh: 5; VLA-4 inh: 0; CR mimetic SO: 87

How did CC(=Nc1c(C)n(C)n(-c2ccccc2)c1=O)c1c(O)n(Cc2ccccc2)c(=O)[nH]c1=O do in these assays?
Bcl-xL primary: 2; CIT2 TOR yeast: 108; GRK2 aptamer HTS: 2; MEX-5 binding: 3.7; AGP1-GFP MLPCN: 114; MCL1 BIM primary: 0; GLD-1 TGE inh: 1; VLA-4 inh: 3; CR mimetic SO: 97

What do the screens show for `O=C(c1ccco1)c1cn(Cc2ccccc2Cl)c2ccccc12`?
Bcl-xL primary: -5; CIT2 TOR yeast: 93; GRK2 aptamer HTS: 4; MEX-5 binding: 2.6; AGP1-GFP MLPCN: 101; MCL1 BIM primary: -11; GLD-1 TGE inh: -3; VLA-4 inh: -1; CR mimetic SO: 112

How did Cc1cc(C)n2c(Br)c(CN3CC4CC(C3)c3cccc(=O)n3C4)nc2n1 (stereo not given) do in these assays?
Bcl-xL primary: -2; CIT2 TOR yeast: 102; GRK2 aptamer HTS: 0; MEX-5 binding: -1.2; AGP1-GFP MLPCN: 108; MCL1 BIM primary: -8; GLD-1 TGE inh: 9; VLA-4 inh: 20; CR mimetic SO: 90

What do the screens show for `CCC(=NCCC(c1ccccc1)c1ccccc1)c1c(O)n(C)c(=O)n(C)c1=O`?
Bcl-xL primary: 5; CIT2 TOR yeast: 99; GRK2 aptamer HTS: 1; MEX-5 binding: 0.6; AGP1-GFP MLPCN: 101; MCL1 BIM primary: 7; GLD-1 TGE inh: 1; VLA-4 inh: -6; CR mimetic SO: 93

What do the screens show for `CNC(=O)c1cccn(Cc2cccc(C(F)(F)F)c2)c1=O`?
Bcl-xL primary: 7; CIT2 TOR yeast: 87; GRK2 aptamer HTS: 3; MEX-5 binding: -2.6; MCL1 BIM primary: 3; GLD-1 TGE inh: 1; VLA-4 inh: 5; CR mimetic SO: 100

How did C[C@@H]1CC2(CCCC[N+]2(C)C)C[C@H]1C do in these assays?
Bcl-xL primary: -9; CIT2 TOR yeast: 101; GRK2 aptamer HTS: 0; MEX-5 binding: 0.0; AGP1-GFP MLPCN: 101; MCL1 BIM primary: -9; GLD-1 TGE inh: 4; VLA-4 inh: -8; CR mimetic SO: 103

How did COc1cc(-c2ccc(N)c(OC)c2)ccc1N do in these assays?
Bcl-xL primary: 6; CIT2 TOR yeast: 90; GRK2 aptamer HTS: 0; AGP1-GFP MLPCN: 100; MCL1 BIM primary: 9; GLD-1 TGE inh: 2; VLA-4 inh: 14; CR mimetic SO: 94

How did COc1ccc(-n2c(/C=C3/C(=O)Nc4ccccc43)nc3ccccc3c2=O)cc1 do in these assays?
Bcl-xL primary: 8; CIT2 TOR yeast: 106; GRK2 aptamer HTS: 0; MEX-5 binding: 1.0; AGP1-GFP MLPCN: 101; MCL1 BIM primary: 7; GLD-1 TGE inh: 1; VLA-4 inh: -8; CR mimetic SO: 93

Results for COc1ccc(CN2C(=O)NC(=O)/C(=C/c3ccc(OC)c(OC)c3OC)C2=O)cc1 ?
Bcl-xL primary: -21; CIT2 TOR yeast: 107; GRK2 aptamer HTS: 1; MEX-5 binding: 0.9; AGP1-GFP MLPCN: 107; MCL1 BIM primary: -21; GLD-1 TGE inh: -12; VLA-4 inh: -5; CR mimetic SO: 96

How did COc1ccc(CC2C(=O)NC(=O)NC2=O)c(OC)c1 do in these assays?
Bcl-xL primary: 9; CIT2 TOR yeast: 109; GRK2 aptamer HTS: 0; MEX-5 binding: -0.6; AGP1-GFP MLPCN: 106; MCL1 BIM primary: 8; GLD-1 TGE inh: 4; VLA-4 inh: -6; CR mimetic SO: 99

What do the screens show for `CCN(C(=O)COC(=O)Cc1ccccc1)c1c(N)n(Cc2ccccc2)c(=O)[nH]c1=O`?
Bcl-xL primary: 2; CIT2 TOR yeast: 93; GRK2 aptamer HTS: 0; AGP1-GFP MLPCN: 103; MCL1 BIM primary: 3; GLD-1 TGE inh: -1; VLA-4 inh: -7; CR mimetic SO: 105

What do the screens show for `CCCC12CN3CCN(CC(C3)/C1=N\NC(=O)c1ccncc1)C2`?
Bcl-xL primary: 4; CIT2 TOR yeast: 97; GRK2 aptamer HTS: 7; MEX-5 binding: 1.8; AGP1-GFP MLPCN: 102; MCL1 BIM primary: 0; GLD-1 TGE inh: -1; VLA-4 inh: 4; CR mimetic SO: 99

What do the screens show for `CCN(CC)P(=O)(NC(=O)c1cccn1C)N(CC)CC`?
Bcl-xL primary: 3; CIT2 TOR yeast: 98; GRK2 aptamer HTS: 2; MEX-5 binding: -0.3; AGP1-GFP MLPCN: 104; MCL1 BIM primary: 1; GLD-1 TGE inh: 8; VLA-4 inh: 14; CR mimetic SO: 101

What do the screens show for `CC(C)(C)NC(=O)Cn1cc(C(=O)c2ccccc2F)c2ccccc21`?
Bcl-xL primary: 6; CIT2 TOR yeast: 90; GRK2 aptamer HTS: 0; MEX-5 binding: 1.6; AGP1-GFP MLPCN: 97; MCL1 BIM primary: 5; GLD-1 TGE inh: 6; VLA-4 inh: -5; CR mimetic SO: 99

How did CN(C)[C@@H]1C(=O)C(C(N)=O)=C(O)[C@@]2(O)C(=O)C3=C(O)c4c(O)cccc4[C@@](C)(O)C3C[C@@H]12 (stereo not given in full) do in these assays?
Bcl-xL primary: 25; CIT2 TOR yeast: 110; GRK2 aptamer HTS: 3; MEX-5 binding: -9.3; AGP1-GFP MLPCN: 93; MCL1 BIM primary: 51*; GLD-1 TGE inh: 2; VLA-4 inh: -47; CR mimetic SO: 93

How did CC(C)(C)c1ccc(C(=O)C2CCCN(Cc3ccon3)C2)cc1 (stereo not given) do in these assays?
Bcl-xL primary: 4; CIT2 TOR yeast: 106; GRK2 aptamer HTS: 1; MEX-5 binding: 0.8; AGP1-GFP MLPCN: 98; MCL1 BIM primary: 15; GLD-1 TGE inh: 6; VLA-4 inh: 0; CR mimetic SO: 94

What do the screens show for `C/C=C/c1ccc2c(c1)OCO2`?
Bcl-xL primary: -15; CIT2 TOR yeast: 92; GRK2 aptamer HTS: 4; AGP1-GFP MLPCN: 98; MCL1 BIM primary: -21; GLD-1 TGE inh: -3; VLA-4 inh: 22; CR mimetic SO: 108

How did O=c1cccc2n1CC1CNCC2C1 (stereo not given) do in these assays?
Bcl-xL primary: 2; CIT2 TOR yeast: 105; GRK2 aptamer HTS: 1; MEX-5 binding: -0.9; AGP1-GFP MLPCN: 93; MCL1 BIM primary: 5; GLD-1 TGE inh: 1; VLA-4 inh: 12; CR mimetic SO: 100

Results for CCc1nccc2c1[nH]c1ccccc12 ?
Bcl-xL primary: 1; CIT2 TOR yeast: 101; GRK2 aptamer HTS: 2; MEX-5 binding: 0.4; AGP1-GFP MLPCN: 101; MCL1 BIM primary: -5; GLD-1 TGE inh: 0; VLA-4 inh: 18; CR mimetic SO: 90

How did COc1cc(OC)c2c(c1)O[C@@H](c1ccc(OC)c(OC)c1)[C@H](O)C2 do in these assays?
Bcl-xL primary: 4; CIT2 TOR yeast: 105; MEX-5 binding: 0.3; AGP1-GFP MLPCN: 91; MCL1 BIM primary: 3; GLD-1 TGE inh: -5; VLA-4 inh: 6; CR mimetic SO: 89

How did CCN1C(=O)NC(=O)/C(=C\c2cn(CC(=O)O)c3ccccc23)C1=O do in these assays?
Bcl-xL primary: 2; CIT2 TOR yeast: 97; GRK2 aptamer HTS: 2; MEX-5 binding: inconclusive; AGP1-GFP MLPCN: 96; MCL1 BIM primary: 2; GLD-1 TGE inh: -7; VLA-4 inh: -7; CR mimetic SO: 96

How did CCOc1ccccc1N1C(=O)CC(=O)NC1=O do in these assays?
Bcl-xL primary: 2; CIT2 TOR yeast: 102; GRK2 aptamer HTS: 1; MEX-5 binding: 4.5; AGP1-GFP MLPCN: 98; MCL1 BIM primary: 3; GLD-1 TGE inh: -6; VLA-4 inh: 7; CR mimetic SO: 112

Assay outcomes deposited in PubChem BioAssay by several laboratories.
